rCAG binder: binders of r(CAG) RNA repeats, primary screen, biochemical, fluorescence; r(CAG) RNA repeat, TO-PRO-1 dye displacement fluorescence; inhibition, % at 3 µM; 370,000 compounds, 1.3% hits;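 active = inhibition above the plate cutoff, the mean of all test compounds on that plate plus 3 SD, cut at about 35% in these data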;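 also: 0% = DMSO alone and 100% = 100 µM mitoxantrone as full dye displacement; higher means more dye released from RNA so lower well fluorescence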
PG9 binder: binders of HIV-1 gp120 antibody PG9, primary screen, biochemical, TR-FRET | TR-FRET gp120-PG9 antibody binding | HIV-1 gp120 / PG9 antibody interaction | inhibition, % at 6.7 µM | 360,000 compounds, 0.43% hits | AID 624416, 2012; in the data active = inhibition above about 8.5%
ASAP1 GAP inh: inhibitors of human ASAP1 ArfGAP activity, primary screen, biochemical, fluorescence polarization | inhibition, % at 16.5 µM | ASAP1-stimulated ARF1 GTP hydrolysis, GDP FP detection | 360,000 compounds, 0.19% hits | AID 624377, 2012; in the data active = inhibition above about 25%;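 also: 0% = vehicle with enzyme and substrate and 100% = no enzyme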
GC-A act: GC-A stimulated cGMP production enhancers – HEK293 GC-A cells, cGMP TR-FRET, EC30 ANP, primary screen. AID 1671463, 2021. 0% at EC30 ANP, 100% saturating ANP. 370,000 compounds, 0.14% hits. activation, % at 10 µM; in the data active = activation above about 40%
SMARCA2 act: SMARCA2 (BRM) function activators, primary screen, cell-based, luminescence, high throughput; MG213 cells, MMTV-luciferase reporter, dexamethasone, overnight; activation, % at 9.1 µM; 370,000 compounds, 1% hits; in the data active = activation above about 7.8%;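 also: 0% = vehicle wells and 100% = reference activator wells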
ARFGAP1 inh: inhibitors of rat ARFGAP1 GAP activity, primary screen, biochemical, fluorescence polarization, GDP tracer | ADP-ribosylation factor GTPase-activating protein 1 (Rattus norvegicus), Q62848 | Arfgap1-stimulated ARF1 GTP hydrolysis, GDP FP detection | inhibition, % at 16.5 µM | 360,000 compounds, 0.26% hits | AID 651572, 2012;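 active = inhibition above a per-plate limit, mean inhibition of low control wells plus 3 SD, cut at about 25% in these data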;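 also: 0% = DMSO wells with enzyme and 100% = wells lacking Arfgap1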
Target sequence (Q62848 1-136 limits assumed): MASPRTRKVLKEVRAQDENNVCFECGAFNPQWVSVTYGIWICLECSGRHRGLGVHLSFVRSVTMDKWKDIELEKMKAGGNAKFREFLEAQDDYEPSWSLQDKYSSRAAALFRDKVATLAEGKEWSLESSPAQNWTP
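Assay system: purified rat His6-Arfgap1 residues 1-136 (GAP domain); Reagent: human Δ17 ARF1 bound to GTP; Dosing: 16.5 µM single point, 1.26% DMSO; Times: GTP hydrolysis reaction 2 h at 25 °C; Signal: FP, GDP Alexa 633 tracer displaced from anti-GDP antibody, 620/688 nm; Measure: % inhibition from polarization.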
mABHD4 FP: ABHD4 inhibitors, primary screen, biochemical, fluorescence polarization, mouse; (Lyso)-N-acylphosphatidylethanolamine lipase (Mus musculus), Q8VD66; purified mABHD4, FP-Rh probe fluorescence polarization; inhibition, % at 8.92 µM; 370,000 compounds, 0.54% hits; AID 720543, 2013;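 active = inhibition exceeding the mean over every tested compound plus 3 SD, cut at about 30% in these data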;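 also: 0% = plate median of compound wells and 100% = S159A mutant with DMSO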
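Assay system: wild-type mouse ABHD4 protein; compound: single nominal dose of 8.92 µM, 0.89% DMSO final; schedule: 45 min + 60 min at 25 °C; measured by: FP readout, ex 525 nm / em 598 nm; evaluation: % inhibition of FP-Rh probe binding versus controls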
NPR2 activator: human GC-B receptor activators, primary screen, HEK293 GC-B cells, cGMP TR-FRET, EC30 CNP; Atrial natriuretic peptide receptor 2 (Homo sapiens), P20594; 370,000 compounds, 0.11% hits; AID 1920062, 2024; activation, % at 10 µM; 0% at EC30 CNP, 100% saturating CNP;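 active = activation at 10 µM reaching about 35% in either raw or pattern-adjusted values, limit read from the data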
HTRA1 inh: HTRA1 serine protease inhibitors, primary screen, biochemical, fluorescence polarization, HTS; Q92743; recombinant HTRA1, FP-rhodamine activity-based probe; inhibition, % at 5.96 µM; 340,000 compounds, 0.5% hits; in the data active = inhibition above about 36%;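 also: 0% = enzyme with DMSO and 100% = wells lacking enzyme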
NR1D1 modulator: modulators of Rev-erb alpha DNA binding, primary screen, biochemical, FITC-DNA, fluorescence polarization, uHTS; Nuclear receptor subfamily 1 group D member 1 (Homo sapiens), P20393; Rev-erbα–FITC-DNA binding, 90 min; activity, % at 10 µM; 370,000 compounds, 0.79% hits; AID 1259318, 2017;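 active = activity above about 14%, limit read from the data; passing the limit was not always enough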;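 also: 0% = DMSO wells with 35 nM protein and 100% = DMSO wells with 750 nM protein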
Target sequence (P20393 whole entry, looked up): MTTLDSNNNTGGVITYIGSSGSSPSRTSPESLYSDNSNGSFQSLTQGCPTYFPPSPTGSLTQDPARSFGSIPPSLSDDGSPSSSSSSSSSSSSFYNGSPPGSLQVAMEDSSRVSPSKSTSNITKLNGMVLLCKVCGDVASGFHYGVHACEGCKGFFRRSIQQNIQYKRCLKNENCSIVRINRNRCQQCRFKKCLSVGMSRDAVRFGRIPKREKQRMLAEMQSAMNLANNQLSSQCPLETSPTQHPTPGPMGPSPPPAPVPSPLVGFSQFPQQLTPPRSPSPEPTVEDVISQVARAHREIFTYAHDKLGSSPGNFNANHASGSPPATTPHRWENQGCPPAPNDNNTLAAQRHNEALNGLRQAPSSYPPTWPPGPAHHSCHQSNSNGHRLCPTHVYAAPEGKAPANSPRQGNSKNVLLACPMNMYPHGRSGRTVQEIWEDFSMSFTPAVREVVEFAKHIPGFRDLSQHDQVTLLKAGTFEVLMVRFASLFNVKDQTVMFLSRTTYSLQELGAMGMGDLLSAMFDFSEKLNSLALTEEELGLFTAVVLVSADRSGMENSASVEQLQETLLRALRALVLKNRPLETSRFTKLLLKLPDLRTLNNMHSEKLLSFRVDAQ
An asterisk follows results filed as active; . = no result given.

SMILES	rCAG binder	PG9 binder	ASAP1 GAP inh	GC-A act	SMARCA2 act	ARFGAP1 inh	mABHD4 FP	NPR2 activator	HTRA1 inh	NR1D1 modulator
Cn1c(=O)n(C)c2cc(NS(=O)(=O)c3ccccc3[N+](=O)[O-])ccc21	2	-1.2	-3	-1	-3	7	4	0	6	0
COc1ccc(-c2nn(-c3ccccc3)cc2/C=C(/C#N)C(N)=O)cc1[N+](=O)[O-]	6	1.4	0	3	-3	17	-11	9	-8	-23
COc1ccc(C(=O)C[n+]2ccc3ccccc3c2C)cc1	3	6.5	3	0	3	-13	5	-2	14	2
CCOc1ccc(NC(=O)c2ccc(NS(=O)(=O)c3cccc4cccnc34)cc2)cc1	2	-0.9	-7	-29	0	-8	-1	-10	-10	3
CC1NC(=O)c2cc3ccccc3cc2-n2c1nc1cc(F)ccc1c2=O (centres undefined)	2	0.3	6	-1	2	7	0	8	0	5
CC(C)c1nnc(NC(=O)c2cccc(-n3cnnn3)c2)s1	0	-0.5	10	1	2	9	-2	-1	-4	-2
CCc1ccc(NC(=O)COC(=O)CCc2nc3cc(S(=O)(=O)N(CC)CC)ccc3n2C)cc1	5	-2.3	-7	-3	0	-4	-2	-10	-11	-2
Cc1noc(NS(=O)(=O)c2ccc(NC(=O)CSc3nc4c(cc3C#N)CCCC4)cc2)c1C	41*	-0.7	-1	0	-1	-1	3	10	-7	4
Cc1cccc(C(O)(C(=O)NNc2ccc3ccccc3n2)c2cccc(C)c2)c1	2	-1.9	-2	-3	5	2	6	-2	-6	-1
CCn1ccc2c(OCC(=O)NCCc3ccc(OC)c(OC)c3)cccc2c1=O	3	0.5	1	-6	-4	1	-4	-5	0	-1
Cc1cc(C)nc(N2N=C(C(F)(F)F)CC2=O)n1	4	-2.0	1	0	-1	-1	-3	4	4	-3
COc1ccc2c(c1)c(N=O)c(O)n2C	1	-0.7	4	-4	0	1	-7	-8	-18	8
Nc1nc(N)c2cc(Sc3ccc4ccccc4c3)ccc2n1	22	0.0	9	27	-7	10	20	28	.	5
CCOc1cc(S(=O)(=O)N2CCCCC2)ccc1Cl	-2	1.0	-3	0	-2	7	7	3	3	0
Cc1ccc(CNS(=O)(=O)c2ccc(CN3C(=O)c4cccnc4C3=O)cc2)o1	-1	3.7	-2	2	-4	3	10	7	7	-2
O=C(NCCc1c[nH]c2ccccc12)C(=O)NCC1OCCCN1S(=O)(=O)c1cc(F)ccc1F (centres undefined)	8	0.2	9	-1	-2	12	-3	4	-5	5
NC(=O)c1ccc(NCCCN2CCOCC2)c([N+](=O)[O-])c1	0	0.1	3	-3	2	-4	-3	1	8	-3
Cc1ccc(OCC(=O)Nc2ccc(-c3nc4ncccc4o3)cc2)c(C)c1	-2	-1.6	1	0	0	7	-1	4	-16	-1
Cn1c(SCc2c(F)cccc2Cl)nnc1-c1cccs1	-4	-2.8	-1	-6	6	-14	1	-9	-9	0
COc1cc2c(cc1OC)C(C(C)C)=NC(C)(C)C2	0	2.7	12	7	3	11	11	1	2	2
Cc1ccc(S(=O)(=O)N(C)C)cc1NC(=O)C(C)OC(=O)C1CCC1 (centres undefined)	1	0.6	-4	-1	-2	-1	6	-1	3	-4
CN(C)c1cc[n+](CC(=O)Nc2cc(C(F)(F)F)ccc2Cl)cc1	-2	0.2	11	2	-4	-2	0	8	-3	0
c1ccc(CN2CCC(Nc3nc(-c4ccccc4)nc4ccccc34)CC2)cc1	2	-4.1	13	-4	2	11	-21	-10	-56	-2
CCn1cnc2cc(NCc3ccc(Cl)cc3)ccc21	-1	-1.9	-26	1	4	-1	10	1	-3	6
C=CCNC(=S)N1C[C@H]2CON(C)[C@H]2C[C@H]1c1ccccc1Br	2	0.4	2	-1	3	-5	2	4	.	0
CCN(c1ccccc1)S(=O)(=O)c1cc(C(=O)OCC(=O)c2c(N)n(C)c(=O)n(C)c2=O)ccc1C	15	0.7	3	6	-3	3	4	1	-11	-17
CC(C)(C)C(Cn1ccnc1)NC(=O)c1ccc2nc(C3CC3)oc2c1 (centres undefined)	-7	-2.0	-6	2	0	-18	9	3	3	-5
COC(=O)C1CCCN1S(=O)(=O)c1ccccc1NC(=O)c1cc(OC)c(OC)c(OC)c1 (centres undefined)	-8	-1.8	0	0	0	-7	-4	3	2	0
Cc1ccc(C2/C(=C(/O)c3ccc(Cl)cc3)C(=O)C(=O)N2CC2CCCO2)o1 (centres undefined)	3	0.1	3	9	0	2	7	5	3	3
CC(NC(=O)COC(=O)C12CC3CC(CC(Br)(C3)C1)C2)c1ccccc1 (centres undefined)	-1	-0.1	-8	-3	-1	4	-3	-1	-15	3
CCN(CC)S(=O)(=O)c1ccc(C(=O)NNC(=O)c2csc(N3CCOCC3)n2)cc1	1	2.6	-2	-5	-2	8	-7	-7	-3	-1
O=C(O)CCSCC(=O)c1ccc2c(c1)OCCO2	2	-1.6	-7	-2	-6	-5	-1	-4	5	1
Cc1ccc(S(=O)(=O)N2CCCCC2)cc1C(=O)N1CCCCCC1	1	-1.8	-3	1	1	3	5	0	12	0
Cc1ccc(C(C)C)c(OCc2ccc(C(=O)N/N=C/c3cccc(O)c3O)cc2)c1	31	-1.3	-4	-16	-5	19	12	3	83*	1
CCc1nnc(NC(=O)CSc2nc3[nH]c(=O)cc(O)c3s2)s1	23	-0.7	-3	0	0	-7	6	2	-5	-5
CCCCOc1ccc(-c2[nH]ncc2C=O)cc1	3	-0.3	8	4	1	19	-5	1	-8	0

Looked up above.
`CC(C)(C)C(Cn1ccnc1)NC(=O)c1ccc2nc(C3CC3)oc2c1` (centres undefined) in GC-A act → 2
`CC(NC(=O)COC(=O)C12CC3CC(CC(Br)(C3)C1)C2)c1ccccc1` (centres undefined) in rCAG binder → -1
`CCN(CC)S(=O)(=O)c1ccc(C(=O)NNC(=O)c2csc(N3CCOCC3)n2)cc1` in ASAP1 GAP inh → -2
`Cc1ccc(C(C)C)c(OCc2ccc(C(=O)N/N=C/c3cccc(O)c3O)cc2)c1` in NR1D1 modulator → 1
`CCc1nnc(NC(=O)CSc2nc3[nH]c(=O)cc(O)c3s2)s1` in SMARCA2 act → 0
`CCCCOc1ccc(-c2[nH]ncc2C=O)cc1` in ASAP1 GAP inh → 8

The main list resumes; the six compounds before the break are reprinted first.
SMILES	rCAG binder	PG9 binder	ASAP1 GAP inh	GC-A act	SMARCA2 act	ARFGAP1 inh	mABHD4 FP	NPR2 activator	HTRA1 inh	NR1D1 modulator
CCN(CC)S(=O)(=O)c1ccc(C(=O)NNC(=O)c2csc(N3CCOCC3)n2)cc1	1	2.6	-2	-5	-2	8	-7	-7	-3	-1
O=C(O)CCSCC(=O)c1ccc2c(c1)OCCO2	2	-1.6	-7	-2	-6	-5	-1	-4	5	1
Cc1ccc(S(=O)(=O)N2CCCCC2)cc1C(=O)N1CCCCCC1	1	-1.8	-3	1	1	3	5	0	12	0
Cc1ccc(C(C)C)c(OCc2ccc(C(=O)N/N=C/c3cccc(O)c3O)cc2)c1	31	-1.3	-4	-16	-5	19	12	3	83*	1
CCc1nnc(NC(=O)CSc2nc3[nH]c(=O)cc(O)c3s2)s1	23	-0.7	-3	0	0	-7	6	2	-5	-5
CCCCOc1ccc(-c2[nH]ncc2C=O)cc1	3	-0.3	8	4	1	19	-5	1	-8	0
Cc1ccc(N(CC(=O)Nc2ccccc2C(=O)NCc2ccco2)S(=O)(=O)c2ccccc2)cc1C	18	0.8	19	-11	1	0	-41	-5	-55	2
CCCn1c(=O)c2sccc2n2c(CCCC(=O)NCC3CCCO3)nnc12 (centres undefined)	-1	-0.1	-9	2	0	-6	3	2	3	-4
COC(=O)c1c(C)[nH]c(C(=O)CSc2ccc(Cl)cc2)c1C	-4	-0.1	-6	3	2	5	10	8	-12	0
Cc1ccc(/C=C2\SC(=S)N(CCC(=O)Nc3ccc(O)cc3)C2=O)cc1	10	-0.2	10	1	-1	6	0	2	3	8
COc1ccc(S(=O)(=O)Nc2c(C(=O)O)[nH]c3ccccc23)cc1	18	-1.0	-1	6	-2	14	5	0	9	-3
Cc1c(C(=O)NCc2ccc3c(c2)OCO3)sc(=O)n1Cc1cccc(F)c1	0	-0.7	2	-3	0	-4	6	-2	.	-9
Cc1nnsc1C(=O)NNc1ccc(C(C)C)cc1	-1	-1.4	-5	6	-1	5	-5	5	3	6
C/C(=N/NS(=O)(=O)c1ccc(C)cc1)c1c[nH]c2ccccc12	1	-0.7	11	3	-1	9	-2	10	0	2
CCC(C)C(NC(=O)c1ccccc1NC(=O)c1ccccc1)C(=O)O (centres undefined)	7	0.7	-4	3	2	-7	-9	2	0	-2
CCN(CC)Cc1c(C(=O)N/N=C/c2ccc(C)o2)nnn1-c1nonc1N	0	-1.1	5	-2	-3	2	-7	-6	-10	-1
O=C(CN(Cc1ccccc1)C(=O)CCC(=O)Nc1nccs1)NCc1ccccc1	-3	-0.6	-7	-6	-3	5	-8	-5	-4	-2
COc1cccc(Cn2cnc(-c3ccccc3OC)c2-c2cc(C)cc(C)c2)c1	2	-2.0	-8	-20	1	-3	-4	-12	.	-3
Cn1cc(Cl)c(C(=O)Nc2cccc(Cl)c2Cl)n1	1	2.2	4	4	1	5	2	-1	3	-4
CCC(CC)C(=O)NCc1ccc(OC)cc1	1	1.4	-14	-1	2	3	2	1	-3	-2
O=C(CN1C(=O)c2ccccc2S1(=O)=O)NCc1ccccn1	0	0.5	-14	-1	3	1	0	4	-2	-3
Cc1cc(C)nc(NC(=O)c2cc3ccccc3o2)n1	-2	-1.1	6	1	-1	-1	0	-2	-2	-6

Screens (PubChem)

Random draw from the library; any-hit rate near 4.4%.
